Compound activity deposited in PubChem by several laboratories.
MC4R barr agon: MC4R agonists recruiting beta-arrestin, primary screen, cell-based, luminescence, agonist arm of biased-ligand search; U2OS MC4R beta-arrestin complementation; percent of melanotan II response, DMSO zero; 360,000 compounds, 0.98% hits; AID 540308, 2011; activation, % at 8.9 µM;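 active means activation above a per-plate cutoff, the mean activation of sample wells on that plate plus 3 SD, cut at about 8% in these data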
TLR9-MyD88 inh: inhibitors of TLR9-MyD88 association in cells, primary screen, cell-based, CHO, BLA complementation, fluorescence; Toll-like receptor 9 (Homo sapiens) + Myeloid differentiation primary response protein …; inhibition, % at 4.98 µM; CCF4 FRET ratio; 340,000 compounds, 0.21% hits;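 active means inhibition above the mean over all tested compounds plus 3 SD, cut at about 21% in these data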;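 further: 0% = DMSO only wells and 100% = clavulanate BLA inhibitor control wells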
ABHD5-PLIN5 inh: ABHD5-PLIN5 interaction inhibitors, primary screen, cell lysate, split luciferase complementation, luminescence | Perilipin-5 (Homo sapiens) + 1-acylglycerol-3-phosphate O-acyltransferase ABHD5 (Homo … | Split G. princeps luciferase complementation, 4 h | inhibition, % at 4 µM | 360,000 compounds, 0.78% hits;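 active means inhibition above the mean inhibition across every tested compound plus 3 SD, cut at about 22% in these data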;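 further: 0% = DMSO only wells and the 100% control is not disclosed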
ABCB6 inh MLPCN: ABCB6 transporter inhibitors, primary screen, K562-ABCB6 cells, flow cytometry, MLPCN library; 360,000 compounds, 0.19% hits; ATP-binding cassette sub-family B member 6 (Homo sapiens), Q9NP58; fluorescence ratio to DMSO, % at 10 µM; K562-ABCB6 porphyrin accumulation, 1 h; stronger effect = lower value; AID 602162, 2011;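 active means fluorescence ratio to DMSO below 75%, the collection mean minus 3 SD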;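 further: signal is porphyrin accumulated inside mitochondria; 100% equals median channel fluorescence of DMSO control wells; lower ratio means ABCB6 inhibition with less porphyrin fluorescence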
Target sequence (Q9NP58 whole entry, looked up): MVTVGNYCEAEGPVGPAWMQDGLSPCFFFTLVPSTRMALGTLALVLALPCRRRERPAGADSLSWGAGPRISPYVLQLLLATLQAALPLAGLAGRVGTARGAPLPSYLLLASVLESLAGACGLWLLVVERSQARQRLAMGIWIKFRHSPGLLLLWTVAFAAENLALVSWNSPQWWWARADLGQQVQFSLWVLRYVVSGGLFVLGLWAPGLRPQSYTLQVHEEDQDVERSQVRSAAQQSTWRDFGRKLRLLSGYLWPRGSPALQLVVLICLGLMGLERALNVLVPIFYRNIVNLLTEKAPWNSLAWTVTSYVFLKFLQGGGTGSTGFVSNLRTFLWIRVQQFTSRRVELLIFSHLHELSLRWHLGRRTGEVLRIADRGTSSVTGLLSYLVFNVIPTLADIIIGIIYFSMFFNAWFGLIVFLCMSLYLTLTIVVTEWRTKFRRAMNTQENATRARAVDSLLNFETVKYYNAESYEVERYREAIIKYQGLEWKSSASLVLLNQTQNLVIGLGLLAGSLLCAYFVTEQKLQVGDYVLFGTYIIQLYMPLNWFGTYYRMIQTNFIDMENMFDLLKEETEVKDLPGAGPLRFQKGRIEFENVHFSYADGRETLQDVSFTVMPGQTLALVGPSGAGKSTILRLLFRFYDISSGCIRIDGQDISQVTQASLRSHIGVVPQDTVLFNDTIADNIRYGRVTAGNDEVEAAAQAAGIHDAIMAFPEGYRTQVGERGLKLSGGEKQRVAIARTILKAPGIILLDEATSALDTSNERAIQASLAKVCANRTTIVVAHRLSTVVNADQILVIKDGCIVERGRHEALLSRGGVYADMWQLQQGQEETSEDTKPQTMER
Glyco luc inh: increase of ERlucT glycosylation luciferase signal, primary screen, N-linked glycosylation inhibitor project, D54 ERlucT cells, luminescence, set 2 | reporter increase, % at 12.5 µM | 360,000 compounds, 0.23% hits | AID 588692, 2011 | D54 ERlucT glycosylation luciferase reporter, 24 h; percent of 100 nM tunicamycin response;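 active means mean luciferase reporter signal, scaled so untreated is 0 and the glycosylation-blocking control 100, at or above a set limit in every replicate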;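 further: luciferase carries N-glycosylation sites so blocking glycosylation raises the light; 0% = median of neutral control wells and 100% = median of 100 nM tunicamycin wells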
aDG glyco up: activators of alpha-DG glycosylation, primary screen, uHTS, Pro5-aDG cells, AlphaScreen. alpha-DG glycosylation AlphaScreen (IIH6); 0% Pro5, 100% B10-LARGE cell signal. activation, % at 10 µM. 360,000 compounds, 0.22% hits. AID 624168, 2012;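 active means activation of at least 8% versus controls, or a plate z-score of at least 8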;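 further: Pro5 are CHO cells carrying HIG-tagged alpha-DG that lacks glycosylation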
Granule exo inh: LAMP-1 surface exposure blockers, TALL-104 cells – cell-based, flow cytometry, MLPCN library, primary screen; TALL-104 LAMP-1 surface exposure; cells stimulated with thapsigargin and PMA; inhibition, % at 10 µM; 360,000 compounds, 0.66% hits;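 active means inhibition above about 55%, limit read from the data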
MC4R antag cAMP: MC4R antagonists of cAMP signaling, primary screen, cell-based, TR-FRET, antagonist arm of biased-ligand search; Melanocortin receptor 4 (Homo sapiens), P32245; MC4R-expressing cells, MTII-stimulated cAMP, LANCE TR-FRET; inhibition, % at 6.5 µM; 360,000 compounds, 0.48% hits;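 active means inhibition above its plate's cutoff, the mean of tested wells on that plate plus 3 SD, cut at about 29% in these data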;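 further: 0% = Melanotan II alone and 100% = Melanotan II plus saturating MCL0020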
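System – human MC4R-expressing U2OS cells · Also added – Melanotan II · Dosing – one concentration, 6.5 µM nominal · Timing – 30-min compound, 1-h challenge, 1-h detection, room temperature · Measured by – Eu-cAMP/anti-cAMP TR-FRET, emission 671 nm · Replicates – singlicate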
NOD2-RIPK2 inh: NOD2-RIPK2 binding disruptors in cells, primary screen, fluorescence, CHO cells, BLA complementation. CCF4 ratio. Receptor-interacting serine/threonine-protein kinase 2 (Homo sapiens), O43353. 360,000 compounds, 0.38% hits. inhibition, % at 4.98 µM; in the data active means inhibition above about 21%;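 further: 0% = vehicle only and 100% = reference blocker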
Vif inh: HIV Vif self-association inhibitors, primary screen, imaging, HEK293T, single point; HEK293T cells, Vif self-association by quenched fluorescence, 24 h; inhibition, % at 7.49 µM; 340,000 compounds, 0.35% hits; AID 602346, 2012; in the data active means inhibition above about 50%, passing the limit was not always enough; further: some results filed as inactive read as strong as hits
* hit, by the source's call; · = no result given.

cpd	Compound	MC4R barr agon	TLR9-MyD88 inh	ABHD5-PLIN5 inh	ABCB6 inh MLPCN	Glyco luc inh	aDG glyco up	Granule exo inh	MC4R antag cAMP	NOD2-RIPK2 inh	Vif inh
1	COc1cccc(CN2CCN(C(=O)CCc3nnc(C4CCCCC4)o3)CC2=O)c1	0.6	2	-1	98	-2	-0.2	2	21	-3	·
2	CCOC(=O)N1CCN(S(=O)(=O)c2ccc(C(=O)Nc3sc4c(c3C#N)CCC4)cc2)CC1	-1.9	-3	1	96	-1	-0.4	-3	15	1	·
3	CCCCn1c2c(c(=N)c3c1CCC3)CCC2	-0.7	-9	-3	108	0	0.1	-3	1	-10	16
4	COc1cc(/C=N/Nc2ccccc2[N+](=O)[O-])ccc1OC(=O)c1ccccc1F	-2.8	0	1	103	-13	-0.4	9	-1	-12	-3
5	CCCN1C2CCCC1CC(NC(=S)Nc1cccc(C)c1)C2 (configuration not stated)	-0.6	7	-10	106	0	0.5	2	5	-3	5
6	O=C(CCNS(=O)(=O)c1ccc(Cl)cc1)NCCc1ccccc1	-0.5	-8	3	96	2	-0.5	-5	-5	1	·
7	CCC(C)NS(=O)(=O)c1ccc(OCC(=O)Nc2ccc3c(c2)OCCO3)cc1 (configuration not stated)	2.5	5	-8	100	-3	0.1	0	13	-5	-13
8	NC(=O)c1cccc(-c2ccnc3c2CC(C(=O)Nc2ccc(Cl)cc2)O3)c1 (configuration not stated)	-1.7	·	4	91	-1	0.4	1	4	11	10
9	CCCc1nn(C)c2c(=O)[nH]c(-c3cc(S(=O)(=O)Nc4ccc(NC(C)=O)cc4)ccc3OCC)nc12	2.2	1	0	100	-1	0.2	1	17	2	·
10	CCN(CC)CCCNC(=O)C1CCN(c2ncnc3c2sc2cccc(F)c23)CC1	-1.0	-12	5	94	3	0.0	-1	12	-1	0
11	COc1ccc(N2CCN(C(=O)CSc3nnc4c5cc(C)ccc5n(C)c4n3)CC2)cc1	0.9	-8	-9	100	0	-0.1	0	15	-3	-3
12	Cc1ccc(NC(=O)[C@@H]2CCCN2C(=O)c2cccs2)cc1S(=O)(=O)N1CCCCC1	0.2	-4	-7	94	-1	-0.2	1	4	-13	4
13	Cc1cc(C)nc(S/C=C/C(=O)c2ccccc2F)n1	-1.9	6	48*	100	2	-0.2	62*	-9	10	8
14	Cc1ccccc1-c1cnc(C(O)c2ccc(Cl)c(F)c2)[nH]1 (configuration not stated)	0.2	·	-3	99	-3	0.3	0	5	4	·
15	C=CCN(C(=O)CNS(=O)(=O)c1ccccc1)C(C(=O)NCCOC)c1cccnc1 (configuration not stated)	0.5	-6	-5	99	3	-0.1	1	29*	-3	1
16	CCc1cc(C(=O)c2ccc(OC)cc2)c(NC(=O)CN2CCN(C)CC2)s1	1.6	6	13	97	7	0.3	40	8	6	0
17	Cc1ccccc1CC(=O)NC1CCCc2ccccc21 (configuration not stated)	-0.7	-3	1	95	-2	0.0	9	-4	0	-5
18	CCOC(=O)C1=C(C)NC(C)=C(C(=O)OCC)C1C(=O)OCC(=O)N1CCOCC1	-1.1	-6	0	91	1	-0.4	-16	5	-9	11
19	CC(=O)c1cccc(NC(=O)C2Cc3c(-c4cccc(C(C)=O)c4)ccnc3O2)c1 (configuration not stated)	1.5	·	1	96	1	0.6	1	-8	8	0
20	CCN(CC(=O)NCc1ccc(Cl)cc1)C(=O)CSCC(=O)Nc1ccc(OC)cc1	-2.2	2	1	97	0	-0.2	-7	3	0	1
21	CC1(C)CC(NC(=O)C2CCN(S(=O)(=O)c3ccccc3C(F)(F)F)CC2)CC(C)(C)N1	0.6	-2	-7	97	0	-0.1	-1	2	-19	7
22	Cc1cccc(NC(=O)CSc2nnc(C)c(C)n2)c1	-1.6	3	7	102	-1	-0.2	1	8	-5	-4
23	Cc1nn(-c2ccccc2)c(C)c1CCC(=O)O	-2.7	11	3	96	1	0.1	2	7	-1	-2
24	CC(C)(CN1CCCC1)NS(=O)(=O)c1ccccc1	-2.1	0	3	918	-1	-0.1	-5	1	4	-1
25	CC1(C)CN(c2cccc(-c3ccnc4ncnn34)c2)C1=O	-2.3	-8	6	98	2	0.0	0	9	4	5
26	Cc1csc2ncc(C(=O)NCc3ccccc3Cl)c(=O)n12	-1.4	0	12	101	0	-0.2	1	5	6	·
27	COc1ccc(C)cc1Nc1ncnc2c1nnn2Cc1ccccc1Cl	-0.8	13	3	99	6	-0.3	3	-5	-4	·
28	O=C(O)c1cc2ccccc2c(N=Nc2cccnc2)c1O	-2.1	6	-5	94	-9	0.6	-3	-17	0	2
29	COc1cc(/C=N/NC(=O)COc2ccccc2[N+](=O)[O-])ccc1OC(=O)c1ccco1	-1.3	4	8	97	-2	0.0	2	-13	-6	0
30	CCc1ccc(Cn2nnc(C(=O)Nc3ccc(OC)cc3OC)c2N)cc1	-0.2	4	-2	101	0	-0.1	2	-8	-7	9
31	O=C1NC(Cc2ccc(O)cc2)c2nc3cc(F)ccc3c(=O)n2-c2cc3ccccc3cc21 (configuration not stated)	-0.1	0	0	106	10	0.1	2	26	8	9
32	CN(C(=O)COC(=O)c1ccc(C#N)cc1)c1ccccc1	1.5	0	-5	100	0	0.0	-3	8	9	7
33	O=C(O)C1CCCCC1C(=O)NCc1ccc(F)cc1 (configuration not stated)	1.2	7	10	96	2	-0.3	5	2	-8	3
34	Cc1cc(C)c2c(c1)C1C=CCC1C(c1ccc(S(=O)(=O)N3CCOCC3)cc1)N2 (configuration not stated)	-1.7	-1	4	97	3	0.0	4	-5	-6	1
35	Cc1ccc(NC(=S)N2CCSC2c2cccs2)cc1 (configuration not stated)	0.0	14	-13	98	0	0.5	-2	5	7	-1
36	CCO[C@H]1OC(C(=O)N2CCN(Cc3ccc4c(c3)OCO4)CC2)=C[C@@H](C2CC2)[C@@H]1CCCO	0.3	-6	-3	95	7	0.3	-6	-2	8	5
37	COc1cc(/C=N/n2c(C)nc3ccccc3c2=O)cc(OC)c1O	2.3	0	-9	97	2	0.0	-4	13	-6	0
38	Clc1cccc(Cl)c1COc1ccccc1CNn1cnnc1	-0.7	-17	9	99	2	0.1	0	-3	-4	-1
39	CCOC(=O)C1Cc2ccccc2C(=O)O1 (configuration not stated)	0.2	-2	0	100	-1	-0.4	6	18	-6	11
40	CC(=O)c1ccc(-c2ccc(C(=O)Nc3nc(-c4ccccn4)cs3)o2)cc1	-2.5	-4	-1	102	-7	0.1	-9	-1	-9	12
41	C=CCn1c(Oc2ccc(C(=O)OC)cc2)nc2c1c(=O)n(C)c(=O)n2C	-2.5	6	-3	95	-1	0.1	0	3	-9	-17
42	Cc1ccc(S(=O)(=O)N2CCCC(C(=O)NCc3ccco3)C2)cc1Cl (configuration not stated)	-0.7	0	4	91	0	0.4	-3	23	1	-13
43	O=C(c1cccs1)N1CCCC(c2nc(-c3ccc(F)cc3)no2)C1 (configuration not stated)	1.0	9	4	96	-3	0.2	-3	7	-4	-12
44	CN(CCCNC(=O)c1ccc(/C=N/O)nc1)CCCN(C)Cc1ccccc1	-0.8	-1	-3	102	-3	-0.2	-1	-2	0	9
45	O=C(C[C@H]1C(=O)N(Cc2ccccc2)C[C@@H]1Cc1ccccc1)Nc1ccc(Br)cc1	1.5	0	-14	103	-4	-0.2	8	7	-7	5

Quoted from above, compounds 31–40
cpd	Compound	MC4R barr agon	TLR9-MyD88 inh	ABHD5-PLIN5 inh	ABCB6 inh MLPCN	Glyco luc inh	aDG glyco up	Granule exo inh	MC4R antag cAMP	NOD2-RIPK2 inh	Vif inh
31	O=C1NC(Cc2ccc(O)cc2)c2nc3cc(F)ccc3c(=O)n2-c2cc3ccccc3cc21 (configuration not stated)	-0.1	0	0	106	10	0.1	2	26	8	9
32	CN(C(=O)COC(=O)c1ccc(C#N)cc1)c1ccccc1	1.5	0	-5	100	0	0.0	-3	8	9	7
33	O=C(O)C1CCCCC1C(=O)NCc1ccc(F)cc1 (configuration not stated)	1.2	7	10	96	2	-0.3	5	2	-8	3
34	Cc1cc(C)c2c(c1)C1C=CCC1C(c1ccc(S(=O)(=O)N3CCOCC3)cc1)N2 (configuration not stated)	-1.7	-1	4	97	3	0.0	4	-5	-6	1
35	Cc1ccc(NC(=S)N2CCSC2c2cccs2)cc1 (configuration not stated)	0.0	14	-13	98	0	0.5	-2	5	7	-1
36	CCO[C@H]1OC(C(=O)N2CCN(Cc3ccc4c(c3)OCO4)CC2)=C[C@@H](C2CC2)[C@@H]1CCCO	0.3	-6	-3	95	7	0.3	-6	-2	8	5
37	COc1cc(/C=N/n2c(C)nc3ccccc3c2=O)cc(OC)c1O	2.3	0	-9	97	2	0.0	-4	13	-6	0
38	Clc1cccc(Cl)c1COc1ccccc1CNn1cnnc1	-0.7	-17	9	99	2	0.1	0	-3	-4	-1
39	CCOC(=O)C1Cc2ccccc2C(=O)O1 (configuration not stated)	0.2	-2	0	100	-1	-0.4	6	18	-6	11
40	CC(=O)c1ccc(-c2ccc(C(=O)Nc3nc(-c4ccccn4)cs3)o2)cc1	-2.5	-4	-1	102	-7	0.1	-9	-1	-9	12

Remaining list, next part:
cpd	Compound	MC4R barr agon	TLR9-MyD88 inh	ABHD5-PLIN5 inh	ABCB6 inh MLPCN	Glyco luc inh	aDG glyco up	Granule exo inh	MC4R antag cAMP	NOD2-RIPK2 inh	Vif inh
46	COc1ccccc1N(C(=O)CNC(=O)c1ccco1)C(C(=O)NCC1CCCO1)c1ccccc1 (configuration not stated)	2.7	4	-2	96	-1	0.1	5	9	-1	18
47	O=C(O)c1ccc(-c2ccc(/C=c3/sc4nc5ccccc5n4c3=O)o2)cc1Cl	-1.8	-1	4	124	3	0.2	30	4	-2	5
48	O=C(OCC(=O)c1ccc(Br)s1)c1ccc(O)cc1	-3.0	-6	3	96	-1	0.1	0	-4	0	1
49	CCC(=O)Oc1ccc(C/C(=N\O)c2ccc(O)cc2O)o1	-2.1	-1	-1	97	4	0.0	1	6	1	18
50	COc1ccc(Br)cc1/C=N/NC(=O)c1cccnc1	-2.7	-5	9	100	10	0.1	-11	0	-3	2
51	NC(=S)Nc1ccc(F)c(F)c1F	-0.4	7	-1	92	3	-0.1	1	10	-6	-6
52	Cc1cc(C)n(-c2cccc(Cl)c2C#N)n1	-0.4	4	3	93	-1	0.0	-4	0	-4	3

Not all compounds are listed, so the mix of outcomes need not match the whole.
